# esBAF inh: blocks esBAF chromatin remodeling in mouse ES cells | Bmi1-luciferase knock-in reporter, 24 h; 100% = twice the neutral-well signal | reporter increase, % at 12.5 µM | 350,000 compounds, 2% hits; in the data active = activation above about 40%;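 also: 0% = median of the plate's neutral control wells and 100% = double that signal; a rise in the Bmi1 reporter signal indicates esBAF inhibition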
# Xi reactivation: X-chromosome reactivation activator | XiGFP mouse fibroblasts, % GFP-positive cells imaging, 3 d; cells co-treated with 5-aza-dC sensitizer; scaled so ellipticine positive control = 100% | activation, % at 7.58 µM | 360,000 compounds, 0.055% hits;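 active = mean normalized replicate activation at least 10% and every replicate at or above 10%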;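 also: 0% = median of on-plate neutral control wells and 100% = ellipticine 6 µM median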
#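 System: XiGFP fibroblasts, SV40-immortalized. Medium: DMEM plus 5-aza-dC sensitizer. Doses: single point. Timing: 3 d treatment, 15 min room-temperature fixation. Control set: ellipticine 6 µM.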
# ERAP1 inh: inhibitors of human ERAP1 aminopeptidase; inhibition, % at 10.7 µM; Q9NZ08; recombinant ERAP1, Leu-AMC fluorescence, 60 min; 340,000 compounds, 0.15% hits; AID 652197;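 active = mean replicate inhibition of at least 30%, or all replicates individually reaching that 30% level; inactive = mean below 30% and not every replicate reaching it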;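 also: 0% = neutral control wells and 100% = L-leucinethiol positive control wells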
# RAD52 inh: inhibitors of human RAD52 DNA annealing; recombinant RAD52 DNA annealing, FRET fluorescence; inhibition, % at 18.7 µM; P43351; 360,000 compounds, 0.46% hits;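 active = every replicate showing at least 50% inhibition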
# Target sequence (P43351 whole entry, looked up): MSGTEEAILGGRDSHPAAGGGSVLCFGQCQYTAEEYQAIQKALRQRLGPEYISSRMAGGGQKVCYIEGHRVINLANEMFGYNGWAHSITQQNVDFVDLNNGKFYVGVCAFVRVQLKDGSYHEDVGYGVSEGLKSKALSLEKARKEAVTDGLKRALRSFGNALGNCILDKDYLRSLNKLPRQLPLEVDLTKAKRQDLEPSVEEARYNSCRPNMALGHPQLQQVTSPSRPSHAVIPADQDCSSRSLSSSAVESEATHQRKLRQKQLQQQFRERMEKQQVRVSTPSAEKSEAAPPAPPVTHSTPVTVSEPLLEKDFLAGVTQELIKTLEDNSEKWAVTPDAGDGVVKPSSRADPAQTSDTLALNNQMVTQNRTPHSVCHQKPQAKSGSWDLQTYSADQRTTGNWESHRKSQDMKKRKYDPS
# S100A4 MyoIIA: inhibitors of human S100A4 binding to myosin IIA peptide | AID 652163 | 360,000 compounds, 0.14% hits | P26447 | inhibition, % at 10.7 µM | S100A4/TAMRA-MyoIIA peptide fluorescence polarization;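 active = mean inhibition of at least 70% across replicates, with every replicate also reaching that level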
#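 Material: S100A4 monomer protein / Buffer or medium: 50 mM HEPES pH 7.2, 10 mM CaCl2, 100 mM KCl / Times: 5 min incubation before reading / Benchmarks: neutral control DMSO, positive control TFP / Reagent: labelled myosin peptide probe, 5 nM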
# E-sel inducer: E-selectin induction on HUVECs; P16581; HUVEC E-selectin immunofluorescence imaging; normalized: neutral wells 0, TNF-alpha wells 100; activation, % at 7.58 µM; 260,000 compounds, 0.37% hits;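 active = mean E-selectin-positive cell signal at least 10% of the positive control, reached in at least 60% of replicates, without over 20% cell loss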;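 also: in these data hits start at about 27%; measured in HUVEC primary endothelial cells; signal is the percent of cells scored E-selectin positive by PE staining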
# Target sequence (P16581 whole entry, looked up): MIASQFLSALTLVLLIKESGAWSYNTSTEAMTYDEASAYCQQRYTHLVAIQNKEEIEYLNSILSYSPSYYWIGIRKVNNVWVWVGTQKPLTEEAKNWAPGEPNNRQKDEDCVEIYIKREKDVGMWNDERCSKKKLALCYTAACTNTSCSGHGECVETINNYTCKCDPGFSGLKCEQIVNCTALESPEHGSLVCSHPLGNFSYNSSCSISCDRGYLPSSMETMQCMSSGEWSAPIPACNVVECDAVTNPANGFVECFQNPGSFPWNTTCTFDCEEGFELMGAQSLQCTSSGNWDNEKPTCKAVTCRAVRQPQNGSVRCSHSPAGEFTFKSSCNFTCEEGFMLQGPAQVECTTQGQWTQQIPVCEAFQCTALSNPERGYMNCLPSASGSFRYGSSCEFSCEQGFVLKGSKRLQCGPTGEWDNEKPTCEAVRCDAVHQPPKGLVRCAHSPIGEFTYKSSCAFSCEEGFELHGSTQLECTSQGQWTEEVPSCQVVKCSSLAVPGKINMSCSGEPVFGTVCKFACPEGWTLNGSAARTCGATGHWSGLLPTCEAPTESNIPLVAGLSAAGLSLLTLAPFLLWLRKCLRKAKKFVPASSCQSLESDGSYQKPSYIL
#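 Test system – human umbilical vein endothelial cells (HUVEC), E-selectin induction · Input – 3,000 HUVEC seeded per well · Buffer or medium – EGM-2, gelatin · Compound dosing – single-point compound dose · Detection – immunofluorescence imaging · Measure – percent E-selectin-positive cells · Controls – TNF-alpha high, DMSO low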
# ERp5 inh: inhibitors of human ERp5. ERp5 insulin aggregation, absorbance 650 nm, 90 min. AID 651711. Q15084. 350,000 compounds, 0.05% hits. inhibition, % at 9.99 µM;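 active = mean replicate inhibition above about 25%, with every replicate also reaching it, limit read from the data, passing the limit was not always enough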
# RAD54 inh: inhibitors of human RAD54 branch migration. inhibition, % at 10.4 µM. RAD54 Holliday junction branch migration, FAM/BHQ fluorescence. Q92698. 360,000 compounds, 0.14% hits;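 active = mean normalized replicate activity at least 40 and at least half of replicates scoring 40 or more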;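 also: 0% = median of neutral control wells and 100% = median of positive control wells; inhibitors cause a drop in the FAM fluorescence signal; in these data hits start at about 50%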
# The depositor's hits bear a star; . = no result given; & = joins results of further samples.
1. COC(=O)c1ccccc1S(=O)(=O)N1CCC(C(=O)OCC(=O)c2ccccc2OC)CC1
2. O=C(CCNS(=O)(=O)c1ccccc1)OCc1ccc([N+](=O)[O-])cc1
3. COc1ccc(NC2CCCN(C(=O)c3ccc4[nH]c(C)c(C)c4c3)C2)cc1OC (configuration not stated)
4. CCSC1=NCCN1S(=O)(=O)c1ccc(F)cc1
5. CC(NC(=O)CCNC(=O)c1ccc(Br)cc1)c1ccc(S(N)(=O)=O)cc1 (configuration not stated)
6. COc1ccc(CCN2CC(C(=O)NCc3cnn(C(C)C)c3)CCC2=O)cc1 (configuration not stated)
7. COc1ccc(-c2ccc(CNCCCN3CCOCC3)o2)cc1Cl
8. CCC(C)(C)NC(=O)c1ccc(Br)o1

entry no.	1	2	3	4	5	6	7	8
esBAF inh	.	-7	8	.	-7	.	16	.
Xi reactivation	-0.1	0.0	0.0	0.1	0.0	0.3	0.0	0.0
ERAP1 inh	-3	-2	5	-1	1	1	.	1
RAD52 inh	-10	-45	-18	-11	5	0	26	8
S100A4 MyoIIA	-2	-2	-3	3	-3	2	0	-25
E-sel inducer	0.0	.	0.3	.	.	1.9	0.7	.
ERp5 inh	-3	-9	5	2	0	16	-7	-6
RAD54 inh	5	8	.	.	-4	-9	6	.

9. C[C@H](CO)N1C[C@H](C)[C@H](CN(C)C(=O)N[C@H](C)c2ccccc2)OCc2ccccc2-c2ccccc2C1=O
10. CCn1cc(S(=O)(=O)CC(=O)Nc2cccc(C)c2)c2ccccc21
11. COc1ccc(S(=O)(=O)N(C)C[C@H]2Oc3c(NC(=O)c4cc(C)nn4C)cccc3C(=O)N([C@@H](C)CO)C[C@@H]2C)cc1
12. COc1cccc(-c2ccc3c(c2)O[C@@H](CN(C)C(=O)C2CCOCC2)[C@@H](C)CN([C@H](C)CO)S3(=O)=O)c1
13. COc1ccc(/C=N/NC(=O)C2C(C=C(Cl)Cl)C2(C)C)c(OC)c1 (configuration not stated)
14. CO[C@H]1CN(C)C(=O)c2cc(NC(=O)NC(C)C)ccc2OC[C@H](C)N(Cc2cncnc2)C[C@@H]1C
15. COc1ccc(-c2cc3ccc(OCC(N)=O)cc3oc2=O)cc1OC
16. CCN(CC)c1nc(N)n(CCSC(=S)N(C)C)c(=O)n1

entry no.	9	10	11	12	13	14	15	16
esBAF inh	2	3	7	3	.	4	3	2
Xi reactivation	-0.2	0.0	-1.0	-0.6	-0.1	-0.5	0.0	-0.1
ERAP1 inh	2	-6	7	-1	1	.	2	3
RAD52 inh	-4	7	-10	-2	-7	.	-15	-13
S100A4 MyoIIA	3	-1	10	0	2	.	3	0
E-sel inducer	5.0	0.5	0.1	0.1	4.2	0.1	.	0.0
ERp5 inh	2	-1	1	-6	1	.	-1	6
RAD54 inh	4	6	-10	2	.	14	0	.

17. CC(=O)N1c2ccc(S(=O)(=O)N3CCCCC3)cc2CC1C (configuration not stated)
18. CCn1c(=O)cc(OCC(=O)NC2CC2)c2ccccc21
19. Cc1ccc(S(=O)(=O)NCCC(=O)NC2CCN(Cc3ccccc3)CC2)cc1
20. C[C@@H]1CN([C@H](C)CO)C(=O)CCCn2cc(nn2)CO[C@@H]1CN(C)S(=O)(=O)c1ccc(-c2ccccc2)cc1
21. CC(=O)N1CCCCN2[C@@H](CO)[C@H](c3ccc(-c4cccc(C(=O)N(C)C)c4)cc3)[C@@H]2C1
22. O=C(NCc1ccco1)c1ccc(Cn2c(=S)[nH]c3ccccc3c2=O)cc1
23. COC(=O)c1cc(NS(=O)(=O)c2ccc(Cl)c(N3C(=O)c4ccc(C(=O)O)cc4C3=O)c2)cc(C(=O)OC)c1
24. CCN(CC)S(=O)(=O)c1ccc(OC)c(NC(=O)C2CC(=O)N(c3ccc4c(c3)OCCO4)C2)c1 (configuration not stated)

entry no.	17	18	19	20	21	22	23	24
esBAF inh	-24	0	-7	-7	.	-1	.	0
Xi reactivation	0.0	0.0	0.0	0.6	0.0	0.1	-0.1	0.2
ERAP1 inh	-3	-2	-4	1	4	4	2	3
RAD52 inh	2	-8	-24	2	-6	-14	-18	0
S100A4 MyoIIA	-1	-1	3	-1	102*	-1	-9	0
E-sel inducer	.	.	-0.3	-0.2	0.0	0.2	.	0.8
ERp5 inh	5	5	4	-6	2	-3	1	-6
RAD54 inh	6	-10	-6	5	2	-15	.	-3

25. CCC(Oc1ccccc1)C(=O)Nc1nnc(S(=O)(=O)N2CCCC2)s1 (configuration not stated)
26. C/C(=N\NC(=O)c1ccc(Cl)cc1)c1cccnc1
27. CC(=O)c1ccc(NC(=S)NN2C(C)CCCC2C)cc1 (configuration not stated)
28. COc1cc(OC)c2c(C)cc(=O)oc2c1C(CCN1CCOCC1)c1ccc2c(c1)OCO2 (configuration not stated)
29. CC1CN(c2ccc(NC(=S)NNCCC#N)cc2)CC(C)O1 (configuration not stated)
30. CCOc1ccccc1CNS(=O)(=O)c1ccc(-c2cnc(C3CC3)o2)cc1
31. CC(=O)NS(=O)(=O)c1ccc(NC(=O)C(C)NS(=O)(=O)/C=C/c2ccccc2)cc1 (configuration not stated)
32. Cc1cc(=O)oc2cc(OCC(=O)NC(Cc3c[nH]c4ccc(O)cc34)C(=O)O)c(Cl)cc12 (configuration not stated)

entry no.	25	26	27	28	29	30	31	32
esBAF inh	-23	31	.	-7	0	-31	-11	-3
Xi reactivation	0.2	0.3	0.3	0.0	0.0	0.1	0.1	.
ERAP1 inh	-2	0	4	-11	3	5	-2	4
RAD52 inh	-18	-25	-3	11	-7	0	-2	-7
S100A4 MyoIIA	-5	-8	-4	-1	3	2	-3	6
E-sel inducer	0.0	0.0	.	0.1	-0.2	-0.1	.	.
ERp5 inh	-4	0	-1	2	0	1	2	2
RAD54 inh	-4	2	.	4	-1	-9	-20	-7

33. CCOc1ccc(NC(=O)Nc2cc(C(C)C)ccc2C)cc1
34. COc1cc(OC)c2cc(C(=O)N[C@H](C(=O)N3CCC[C@H]3C(=O)O)C(C)C)n(C)c2c1
35. CC(=O)c1nn(-c2ccccc2)cc1C(=O)c1cccc(Br)c1
36. CCOc1ccc(OCCC(=O)N2CCN(S(=O)(=O)c3cccc(F)c3)CC2)cc1
37. CN(C)c1ccc(C(O)c2cc3ccccc3s2)cc1 (configuration not stated)
38. CCNC(=O)[C@H]1[C@H](CO)[C@H]2Cn3c(ccc(C4=CCCCC4)c3=O)[C@@H]1N2Cc1cocn1
39. COc1ccccc1-c1cnc(C(O)c2c(C)cc(C)cc2C)[nH]1 (configuration not stated)
40. CCCNC(=O)N1C[C@@H](O)COC[C@@H]2O[C@@H](CC(=O)N[C@H]3CCN(Cc4ccccc4)C3)CC[C@H]21

entry no.	33	34	35	36	37	38	39	40
esBAF inh	-8	-3	1	.	52*	0	-3	-5
Xi reactivation	0.2	.	0.2	-0.1	0.1	0.1	0.1	0.0
ERAP1 inh	-1	-1	7	-4	1	.	1	1
RAD52 inh	-4	0	-7	-2	1	-8	-15	7
S100A4 MyoIIA	4	2	-4	0	0	.	-8	-2
E-sel inducer	0.3	.	-0.1	1.2	0.6	-1.3	0.0	0.0
ERp5 inh	4	0	-2	-1	-10	-1	2	1
RAD54 inh	3	-11	-13	.	3	-2	-6	-11

# Arranged by SMILES length (high to low): part of the list above
40. CCCNC(=O)N1C[C@@H](O)COC[C@@H]2O[C@@H](CC(=O)N[C@H]3CCN(Cc4ccccc4)C3)CC[C@H]21
34. COc1cc(OC)c2cc(C(=O)N[C@H](C(=O)N3CCC[C@H]3C(=O)O)C(C)C)n(C)c2c1
32. Cc1cc(=O)oc2cc(OCC(=O)NC(Cc3c[nH]c4ccc(O)cc34)C(=O)O)c(Cl)cc12 (configuration not stated)
28. COc1cc(OC)c2c(C)cc(=O)oc2c1C(CCN1CCOCC1)c1ccc2c(c1)OCO2 (configuration not stated)
36. CCOc1ccc(OCCC(=O)N2CCN(S(=O)(=O)c3cccc(F)c3)CC2)cc1
30. CCOc1ccccc1CNS(=O)(=O)c1ccc(-c2cnc(C3CC3)o2)cc1
39. COc1ccccc1-c1cnc(C(O)c2c(C)cc(C)cc2C)[nH]1 (configuration not stated)
29. CC1CN(c2ccc(NC(=S)NNCCC#N)cc2)CC(C)O1 (configuration not stated)
33. CCOc1ccc(NC(=O)Nc2cc(C(C)C)ccc2C)cc1
27. CC(=O)c1ccc(NC(=S)NN2C(C)CCCC2C)cc1 (configuration not stated)

entry no.	40	34	32	28	36	30	39	29	33	27
esBAF inh	-5	-3	-3	-7	.	-31	-3	0	-8	.
Xi reactivation	0.0	.	.	0.0	-0.1	0.1	0.1	0.0	0.2	0.3
ERAP1 inh	1	-1	4	-11	-4	5	1	3	-1	4
RAD52 inh	7	0	-7	11	-2	0	-15	-7	-4	-3
S100A4 MyoIIA	-2	2	6	-1	0	2	-8	3	4	-4
E-sel inducer	0.0	.	.	0.1	1.2	-0.1	0.0	-0.2	0.3	.
ERp5 inh	1	0	2	2	-1	1	2	0	4	-1
RAD54 inh	-11	-11	-7	4	.	-9	-6	-1	3	.

37. CN(C)c1ccc(C(O)c2cc3ccccc3s2)cc1 (configuration not stated)

entry no.	37
esBAF inh	52*
Xi reactivation	0.1
ERAP1 inh	1
RAD52 inh	1
S100A4 MyoIIA	0
E-sel inducer	0.6
ERp5 inh	-10
RAD54 inh	3

# (listing goes on)
41. O=C1CCCN1CCC(=O)N1CCCC(Nc2ccc(F)cc2)C1 (configuration not stated)
42. COc1ccc(OCC(O)CNC(=O)/C=C/c2cccc([N+](=O)[O-])c2)cc1 (configuration not stated)
43. COc1ccc(-n2ncc3c2CC(C)(C)CC3NC(=O)CSc2ccccn2)cc1 (configuration not stated)
44. CC1CCN(C(=O)COc2ccc3ccccc3c2Br)CC1
45. NNC(=O)/C(=C/c1cccs1)NC(=O)c1ccccc1Cl
46. Cc1nc(N2CCN(C(=O)CCC(=O)O)CC2)c2c(C)c(C)sc2n1
47. Cc1cccc(NC(=O)CNC(=O)c2cccc(S(=O)(=O)NCc3cccs3)c2)c1C
48. CCN(CC)N=Nc1ccc(S(=O)(=O)N2CCSC2C(=O)O)cc1 (configuration not stated)

entry no.	41	42	43	44	45	46	47	48
esBAF inh	-9	.	5	27	-8	-6	2	.
Xi reactivation	0.0	0.0	0.0	0.0	0.0	.	0.5	-0.1
ERAP1 inh	-3	0	-2	1	0	0	0	-1
RAD52 inh	0	-2	-3	3	-13	-9	-1	-15
S100A4 MyoIIA	-3	-7	-4	2	-2	-5	-1	3
E-sel inducer	-4.3	0.0	.	.	0.0	.	-0.5	-0.5
ERp5 inh	-10	-1	1	15	-4	0	-3	-3
RAD54 inh	14	.	4	-3	-8	-2	-11	.

49. CCCCc1nc2sc3c(=O)n(N)cnc3c2c2c1CCC2
50. CCCCCN1CN(S(=O)(=O)c2cccs2)c2nc3ccccc3nc21
51. CC(COc1ccccc1)N(CCCl)Cc1ccccc1 (configuration not stated)
52. CNc1cc(-c2ccc(O)cc2C)ncn1
53. Cc1ccnn1CCC(=O)O

entry no.	49	50	51	52	53
esBAF inh	-1	.	-6	8	.
Xi reactivation	0.3	0.0	-0.3	0.2	0.5
ERAP1 inh	-6	.	-4	-1	0
RAD52 inh	-1	-16	-7	-9	-3
S100A4 MyoIIA	4	11	0&-2	3	-6
E-sel inducer	-0.2	5.3	-0.1	0.0	.
ERp5 inh	1	3	4	0	-9
RAD54 inh	2	.	-8	12	-3

# Source: PubChem BioAssay (Broad Institute)
